# Bioassay records deposited in PubChem BioAssay by several laboratories.
# RGS4 inh – inhibitors of human RGS4 | P49798 | HEK293 M3R/RGS4 inducible, Fluo-4 calcium flux; hits give high values; triggered by carbachol at its EC20 | B-score at 10 µM | 310,000 tested, 0.45% active | AID 463165;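 active means B-score, a plate-corrected calcium signal, over three deviations above library mean, with baseline fluorescence within five deviations of library mean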;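 further: RGS4 expression induced by doxycycline in cells with stable M3 receptor; B-score is computed from the integrated fluorescence ratio over baseline after carbachol; higher B-score means a larger calcium signal and so more RGS4 inhibition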
# Target sequence (P49798 whole entry, looked up): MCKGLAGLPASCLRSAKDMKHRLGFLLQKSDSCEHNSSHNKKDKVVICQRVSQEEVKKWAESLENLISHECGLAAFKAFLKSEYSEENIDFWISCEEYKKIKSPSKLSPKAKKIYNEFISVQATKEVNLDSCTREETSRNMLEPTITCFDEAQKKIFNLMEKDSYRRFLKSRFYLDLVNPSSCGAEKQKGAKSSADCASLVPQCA
# TMEM16A act – activates or potentiates the mouse TMEM16A chloride channel; HEK293 TMEM16A/YFP-H148Q/I152L, iodide quench fluorescence; hits give low values; B-score at 10 µM; 340,000 tested, 0.3% active; AID 623877;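 active means fluorescence-ratio B-score plate-corrected deviation score at least 3 library SD below zero, with starting fluorescence score within 5 deviations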;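 further: channel opened by trigger with iodide after compound preincubation; score built on the fluorescence ratio of max minus min over baseline; more negative score means more quench and so TMEM16A activation or potentiation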
# KCNK3 block – human KCNK3 channel inhibition, primary screen; O14649; CHO-KCNK3 thallium flux, FluxOR fluorescence; hits give low values; 340,000 tested, 0.84% active; B-score at 10 µM;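 active means B-score under library mean minus 4 SD, starting fluorescence ratio at most library mean plus 5 SD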;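 further: more negative B-score means stronger inhibition of thallium flux through KCNK3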
# KCNQ1 inh – blocks the human KCNQ1 potassium channel; CHO-K1 KCNQ1, FluxOR thallium flux fluorescence; hits give high values; B-score at 10 µM; 310,000 tested, 1.3% active;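 active means compounds whose thallium flux B-score, printed positive for inhibition, exceeds three library SD while starting fluorescence stays within three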;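 further: channel opened by potassium depolarization with thallium stimulus after 20 min compound exposure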
# Target sequence (P51787 whole entry, looked up): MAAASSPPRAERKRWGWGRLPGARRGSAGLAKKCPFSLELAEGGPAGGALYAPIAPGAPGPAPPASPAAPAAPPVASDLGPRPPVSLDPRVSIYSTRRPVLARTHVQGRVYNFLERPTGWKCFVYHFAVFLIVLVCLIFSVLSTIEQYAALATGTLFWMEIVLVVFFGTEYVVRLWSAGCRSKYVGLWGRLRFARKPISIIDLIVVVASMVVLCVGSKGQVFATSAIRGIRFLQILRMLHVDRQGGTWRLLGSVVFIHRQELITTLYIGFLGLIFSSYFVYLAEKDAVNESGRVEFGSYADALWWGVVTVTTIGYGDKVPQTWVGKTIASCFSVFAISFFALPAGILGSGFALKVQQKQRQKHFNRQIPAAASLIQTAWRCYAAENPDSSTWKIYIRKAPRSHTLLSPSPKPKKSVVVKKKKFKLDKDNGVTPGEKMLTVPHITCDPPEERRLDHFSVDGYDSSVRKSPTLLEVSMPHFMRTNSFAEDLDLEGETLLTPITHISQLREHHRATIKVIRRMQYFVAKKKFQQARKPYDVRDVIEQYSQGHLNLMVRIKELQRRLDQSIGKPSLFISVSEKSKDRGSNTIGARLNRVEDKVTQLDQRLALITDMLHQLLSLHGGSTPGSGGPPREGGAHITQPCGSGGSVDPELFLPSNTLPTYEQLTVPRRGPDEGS
# SKKanGAS inh – SKKanGAS growth inhibition. S. pyogenes SKKanGAS, kanamycin growth, BacTiter-Glo, 6 h. inhibition, % at 7.5 µM. 300,000 tested, 1.3% active;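 active means mean replicate score, as percent of positive control median, at least 50; inconclusive means mean below 50 but one replicate at or above 50; inactive means mean and every replicate below 50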;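 further: strain carries kanamycin resistance gene driven by streptokinase promoter and grows in 40 µg/ml kanamycin; loss of luminescence reflects streptokinase promoter inhibition or plain growth inhibition; 0% = median of DMSO wells and 100% = positive control at its reference dose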
# RGS4 act – RGS4 potentiation or activation; HEK293 M3R/inducible RGS4, carbachol calcium flux Fluo4; hits give low values; B-score at 10 µM; 310,000 tested, 0.92% active; AID 463111;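 active means B-score of the integrated calcium signal more than 4 SD below the library mean, with starting fluorescence not abnormally high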;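 further: negative B-score means reduced calcium response which marks RGS4 activation or potentiation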
#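 Assay system: HEK293 FlpIn-TREx cells, stable M3R, doxycycline-inducible RGS4 / Probe or stimulus: carbachol, ECmax concentration / Times: overnight RGS4 induction, 30 min dye load 37 °C, 20 min compound RT / Signal: kinetic calcium fluorescence imaging with Fluo4-AM dye, 2 µM / Measure: Agonist-evoked peak-minus-minimum fluorescence over baseline, integrated ratio, B score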
# hERG protect – hERG (human) protection from proarrhythmic block; 310,000 tested, 0.51% active; Q12809; activation (rescue from dofetilide block), less the hit threshold, % at 10 µM; CHO-hERG, FluxOR thallium flux, dofetilide IC70 present;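 active means activation above the mean of controls blocked by dofetilide plus 5 SD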;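 further: thallium influx through hERG after potassium depolarization seen as dye fluorescence rise; in these data hits start at about 4.7%; inactives centre near -7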
# KCNK9 inh – human KCNK9 channel inhibition. Q9NPC2. HEK293 KCNK9, FluxOR thallium flux fluorescence; hits give low values. B-score at 10 µM. 310,000 tested, 1.2% active. AID 488922;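 active means ratio B-score over 3 SD below the library mean, with starting fluorescence within 5 SD of its mean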;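 further: negative B-score means less thallium flux so channel inhibition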
# HDAC3 inhib – blocks human histone deacetylase 3; O15379; recombinant HDAC3, fluorogenic peptide/trypsin coupled, fluorescence; inhibition, % at 8.3 µM; 320,000 tested, 0.15% active; in the data active means inhibition above about 26%, passing the limit was not always enough; inconclusive means no clear call, values can overlap the other calls
# KCNQ1 act – human KCNQ1 channel potentiation or activation | AID 2648 | CHO-K1 KCNQ1, thallium flux FluxOR fluorescence; hits give high values | B-score at 10 µM | 310,000 tested, 0.35% active;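 active means fluorescence ratio B-score, a plate-corrected score, at least three library SD, with initial intensity B-score within 5 SD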
#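 Medium – assay buffer, equal DMSO in all wells · Material – CHO-K1 cell line with stable KCNQ1 potassium channel expression · Signal – kinetic FluxOR thallium fluorescence, 10-s 1-Hz baseline, 110-s post-stimulus read · Compound – single concentration per compound, DMSO matched to controls · Schedule – 37 °C overnight plating, 90-min dark dye load, 20-min compound pretreatment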
# ANO1 block – inhibitors of mouse TMEM16A calcium-activated chloride channel. Q8BHY3. HEK293 TMEM16A/YFP iodide influx fluorescence, ionomycin. normalized B-score (activity score, 25-100; higher = stronger inhibition) at 10 µM. AID 588511. 310,000 tested, 1.2% active;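 active means ratio plate-corrected score three or more library SD toward inhibition, starting fluorescence score within five deviations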;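 further: score derived from kinetic fluorescence span divided by baseline fluorescence per well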
# Starred values were filed as active, the others as inactive; i = inactive; ? = inconclusive; nt = not tested or not shown. An unsorted share of the library. Share with any hit: about 6.3%.
# Every second line gives: KCNK9 inh	RGS4 act	SKKanGAS inh	TMEM16A act	KCNK3 block	RGS4 inh	HDAC3 inhib	ANO1 block	KCNQ1 inh	KCNQ1 act	hERG protect
> CCN(CC)c1ccc(/C=N/NC(=O)c2cccc(N3CCCC3=O)c2)cc1
  i	i	nt	i	i	i	-2	i	i	i	-4
> CC(C)[C@H](NC(=O)OC(C)(C)C)C(=O)N/N=C/c1ccc2nccnc2c1
  i	i	5	i	i	i	12	i	i	i	-4
> CCOC(=O)N1CCN(Cc2nc3c(c(=O)[nH]c(=O)n3C)n2Cc2cc(C)ccc2C)CC1
  i	i	-3	i	i	i	6	i	i	i	-7
> O=C(Nc1nc2c(s1)CN(Cc1ccccc1)CC2)c1c(F)cccc1F
  i	i	7	i	i	i	1	i	i	i	-12
> O=C(CS(=O)(=O)c1ccc(F)cc1)NCCS(=O)(=O)c1ccccc1
  i	i	5	i	i	i	0	i	i	i	2
> COc1ccc(Nc2nc3ccc(C)cc3n3cnnc23)cc1Cl
  i	i	25	i	i	i	2	i	i	i	-3
> Cc1ccc2nc(NC(=O)C3CCN(S(=O)(=O)c4ccc5c(c4)oc(=O)n5C)CC3)sc2c1
  i	i	22	i	i	i	-3	i	i	i	-14
> O=C(Nc1cccc(NC(=O)c2cccs2)c1)c1ccc2c(c1)OCO2
  i	i	-1	i	i	i	-6	i	i	i	-23
> O=C(c1cccc(Cl)c1)N1CCN(Cc2ccccc2)CC1
  i	i	2	i	i	i	-1	i	i	i	-8
> O=C(NCCc1ccc(Cl)cc1Cl)c1ccc2nc[nH]c2c1
  i	i	2	i	i	i	-6	i	i	i	-9
> Cc1ccc(S(=O)(=O)NCc2ccc(C(=O)N(C)CCC#N)cc2)cc1
  i	i	-5	i	i	i	0	i	i	i	0
> CCc1ccc(-n2c(C)nc3cc(C(=O)NCc4cccnc4)ccc32)cc1
  i	i	14	i	i	i	5	i	i	i	-9
> CC(=O)Nc1ccc(OC(=O)c2ccc(Br)c([N+](=O)[O-])c2)cc1
  i	i	3	i	i	i	nt	i	7*	i	-25
> COc1ccccc1-n1c(C)nnc1SCC(=O)Nc1cccc(C(C)=O)c1
  i	i	-12	i	i	i	-4	i	i	i	-18
> O=C(N1CCOCC1)N1CCN(S(=O)(=O)c2ccccc2)C1
  i	i	-4	i	i	i	4	i	i	i	-19
> Cc1cccc(C(=O)Nc2ccc(O)cc2C(=O)O)c1
  i	i	10	i	i	i	?	i	i	i	-6
> O=C(OCc1nnc(-c2ccccc2)o1)C1=COCCO1
  i	i	5	i	i	i	-2	i	i	i	-3
> Cc1nc2cc(OCc3cc(C(=O)NC(C)c4cnn(C)c4)no3)ccc2s1 (stereo not drawn)
  i	i	13	i	i	i	3	i	i	i	-15
> CN1C[C@@H]2C(c3ccc(Cl)nc3)C3(c4ccccc4)CC2(C3)[C@H]1c1ccccc1 (stereo partly drawn)
  i	i	1	i	i	i	-1	i	i	i	-9
> O=C(NCc1cccc(Cl)c1)c1cnccn1
  i	i	3	i	i	i	-7	i	i	i	-8

# As a working copy, two of the compounds above.
# Every second line gives: KCNK9 inh	RGS4 act	SKKanGAS inh	TMEM16A act	KCNK3 block	RGS4 inh	HDAC3 inhib	ANO1 block	KCNQ1 inh	KCNQ1 act	hERG protect
> CN1C[C@@H]2C(c3ccc(Cl)nc3)C3(c4ccccc4)CC2(C3)[C@H]1c1ccccc1 (stereo partly drawn)
  i	i	1	i	i	i	-1	i	i	i	-9
> O=C(NCc1cccc(Cl)c1)c1cnccn1
  i	i	3	i	i	i	-7	i	i	i	-8

# New compounds follow:
# Every second line gives: KCNK9 inh	RGS4 act	SKKanGAS inh	TMEM16A act	KCNK3 block	RGS4 inh	HDAC3 inhib	ANO1 block	KCNQ1 inh	KCNQ1 act	hERG protect
> CC(=O)N1N=C(c2cccc([N+](=O)[O-])c2)OC1c1ccccc1Cl (stereo not drawn)
  i	i	1	i	i	i	-2	i	i	i	-7
> CCn1ccnc1CN(C)Cc1cn[nH]c1-c1ccc(F)cc1F
  i	i	5	i	i	i	0	i	i	i	-3
> O=C(Nc1cccnc1)c1cc(-c2ccc(Cl)cc2Cl)on1
  i	i	5	i	i	i	-2	i	i	i	-4
> O=C(Cn1cnc([N+](=O)[O-])n1)N/N=C/c1ccccc1O
  i	i	6	i	i	i	3	i	i	i	-9
> O=C(CCC(=O)N1CCCC1)N1CCCC1
  i	i	-12	i	i	i	4	i	i	i	-7
> Oc1ccc(/C=N/NC(=S)NCc2ccco2)cc1
  i	i	5	i	i	i	2	i	i	i	-2
> N#CC1=C(N)N2C(=C(C#N)C1c1ccc(Br)cc1)Nc1ccccc12 (stereo not drawn)
  i	i	44	nt	nt	i	-3	25*	i	i	-9
> C[n+]1nc(Nc2ccccc2)sc1-c1ccc(O)cc1
  i	i	-1	i	i	i	-6	i	i	i	-8
> COc1ccccc1CC(=O)Nc1cc(C)ccn1
  i	i	-1	i	i	i	3	i	i	i	-6
> O=C1c2ccccc2C(O)N1c1cccnc1 (stereo not drawn)
  i	i	-6	i	i	i	1	i	i	i	-8
> CCN(CC)c1ccc(N2C(=O)c3ccccc3C2=O)cc1
  i	i	6	i	i	i	10	i	i	i	-3
> C/C(CCc1ccccc1)=N\NC(=O)c1ccccc1[N+](=O)[O-]
  i	i	-1	i	i	i	-1	i	i	i	-6
> CCN1CCN(CCNC(=O)c2ccc(CS(=O)c3ccc(Br)cc3)o2)CC1 (stereo not drawn)
  i	i	29	i	i	i	-2	i	i	i	-8
> Cc1ccc(NC(=O)CNC(=O)C2CCCCC2)nc1
  i	i	12	i	i	i	0	i	i	i	-12
> Cc1ccc(S(=O)(=O)N2CCCC(C(=O)N3CCN(C)CC3)C2)cc1 (stereo not drawn)
  i	i	19	i	i	i	-4	i	i	i	-16
> COc1ccc(C)cc1NC(=O)CSc1nnc(-c2ccc(C)cc2)o1
  i	i	-5	i	i	i	0	i	i	i	-6
> CC1Oc2ccccc2N(CC(=O)N2CCCCC2)C1=O (stereo not drawn)
  i	i	0	i	i	i	2	i	i	i	-7
> CCNc1nc(NCC)n2c(SC(C)C(=O)c3ccc(C)cc3)nnc2n1 (stereo not drawn)
  i	i	-7	i	i	i	-7	i	i	i	-5
> Cn1c(NC(=O)c2ccc(Cl)cc2Cl)cc(=O)n(C)c1=O
  i	i	9	i	i	i	1	i	i	i	-18
> COc1ccc(/C=C/C(=O)O)cc1S(=O)(=O)N1CCCC1
  i	i	-2	i	i	i	-1	i	i	i	-2
> O=C1OC(Nc2ccccn2)c2ccccc21 (stereo not drawn)
  i	i	-3	i	i	i	-1	i	i	i	-6
> CCOc1ccc(NC(=O)CSC2=NCCN2)cc1
  i	i	-1	i	i	i	-2	i	i	i	-5
> CC1CCN(CCOc2ccc(C(=O)c3ccccc3)cc2)CC1
  i	i	2	i	i	i	2	i	i	i	-5
> CN(c1ccccc1)S(=O)(=O)c1ccc2[nH]c(=O)oc2c1
  i	i	1	i	i	i	0	i	i	i	-8
> Cc1ccccc1-n1cc(CNC(=O)CC2C(=O)NCCN2C/C=C/c2ccccc2)cn1 (stereo not drawn)
  i	i	-4	i	i	i	1	i	i	i	-10
> COc1cc(/C=C2\SC(=S)N(Nc3ncc(C(F)(F)F)cc3Cl)C2=O)ccc1O
  i	i	22	i	i	i	-3	i	i	i	-9
> Cc1cc(=O)n2nc(N3CCCC3C(=O)Nc3cccc(F)c3)sc2n1 (stereo not drawn)
  i	i	0	i	i	i	-1	i	i	i	-6
> Nc1ccc(O)c(-c2nc3ccccc3s2)c1
  i	i	18	i	i	i	-7	i	i	i	-5
> O=C(CNC(=O)c1ccc(OC(F)F)cc1)Nc1cccc(S(=O)(=O)N2CCCC2)c1
  i	i	-3	i	i	i	-2	i	i	i	-14
> Nc1c2c(nc3ccccc13)CSCC2
  i	i	4	i	i	i	0	i	i	i	-5
> CC(C)N(C(=O)COC(=O)c1ccccc1C(=O)c1ccc(Cl)c([N+](=O)[O-])c1)C(C)C
  i	i	-3	i	i	i	3	i	i	i	-25
> COc1ccc(N2CCN(C(=O)COC(=O)c3cccc(S(=O)(=O)Nc4cccc(C)c4)c3)CC2)cc1
  i	i	5	i	i	i	2	i	i	i	-10
> COC(=O)c1cccc(N(C(=O)c2cnccn2)C(C(=O)NCc2ccccc2)c2ccco2)c1 (stereo not drawn)
  i	i	0	i	i	i	0	i	i	i	-1
> C=CCCC(=O)Nc1ccc(COC(=O)N2CCOCC2)cc1
  i	i	0	i	i	i	-1	i	i	i	-3
> COc1ccc(C(=O)N/C(=C\c2cn(C)c3ccccc23)C(=O)NCCN2CCOCC2)cc1OC
  i	i	-9	i	i	i	3	i	i	i	-3
> c1ccc2c(CSc3nnc(-c4ccncc4)o3)cccc2c1
  i	i	-1	i	i	i	1	i	i	i	-7

# Whole records from above. Order of screens: KCNK9 inh	RGS4 act	SKKanGAS inh	TMEM16A act	KCNK3 block	RGS4 inh	HDAC3 inhib	ANO1 block	KCNQ1 inh	KCNQ1 act	hERG protect
# CC(C)N(C(=O)COC(=O)c1ccccc1C(=O)c1ccc(Cl)c([N+](=O)[O-])c1)C(C)C is listed with i	i	-3	i	i	i	3	i	i	i	-25
# Cc1ccc(S(=O)(=O)NCc2ccc(C(=O)N(C)CCC#N)cc2)cc1 is listed with i	i	-5	i	i	i	0	i	i	i	0
# Cc1nc2cc(OCc3cc(C(=O)NC(C)c4cnn(C)c4)no3)ccc2s1 (stereo not drawn) is listed with i	i	13	i	i	i	3	i	i	i	-15
# C=CCCC(=O)Nc1ccc(COC(=O)N2CCOCC2)cc1 is listed with i	i	0	i	i	i	-1	i	i	i	-3
# Cc1ccc(NC(=O)CNC(=O)C2CCCCC2)nc1 is listed with i	i	12	i	i	i	0	i	i	i	-12
